Mito fusion act: mitochondrial division inhibition or fusion activation. S. cerevisiae fusion-defective mutant growth rescue, CellTiterGlo 48 h. Potency, µM (doses to about 46.1 µM), inactives show at the top dose growth rescue (activation), actives largely listed as activators. actives 0.23% (n = 320,000). AID 485298;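 also: potency is read from the fitted curve at half-maximal effect; % of control where 0% means no effect; nearly all actives have a fitted effect of over 45% in size; temperature-sensitive fusion mutants such as fzo1-1 at 37 °C on non-fermentable ethanol glycerol medium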
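Luminescent cell viability in 1536-well qHTS format served as the measure of rescued growth in ts fusion-mutant S. cerevisiae cultured on non-fermentable YPEG for 48 hours at 37C.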
A-T KAP1 phos: potential ataxia-telangiectasia treatment; […] A-T fibroblasts, KAP-1 phosphorylation AlphaLISA; neocarzinostatin DNA damage 30 min before lysis; Potency, µM (highest dose often 57.5 µM), for the others: at the top dose activation, usual class: activators; actives 0.19% (n = 320,000); AID 485349; also: potency is read from the fitted curve at half-maximal effect; % of control where 0% means no effect; nearly all actives have a fitted effect of over 45% in size
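hTERT-immortalized A-T patient fibroblasts ([…]), 500 cells/well in OPTI-MEM, 1% FBS, got compounds for 60 min, then NCS for 30 min at 37C. Lysates were then assayed for phospho-KAP-1 by AlphaLISA (anti-pKAP1 donor, anti-KAP1 acceptor beads), 6 hr at 25C.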
hERG WT inh: KCNH2 (human, wildtype) channel inhibition; Q12809; U2OS, BacMam KCNH2, thallium flux FluxOr; active compounds read low; activity change, % at 1.84 µM; actives 0.37% (n = 340,000); AID 720551;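 active = maximum activity change below -70%; inconclusive = maximum activity change between -70% and -50%; inactive = maximum activity change above -50%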; also: % is scaled to controls: 0 for no effect and ±100 for the full control effect
Target sequence (Q12809 whole entry, looked up): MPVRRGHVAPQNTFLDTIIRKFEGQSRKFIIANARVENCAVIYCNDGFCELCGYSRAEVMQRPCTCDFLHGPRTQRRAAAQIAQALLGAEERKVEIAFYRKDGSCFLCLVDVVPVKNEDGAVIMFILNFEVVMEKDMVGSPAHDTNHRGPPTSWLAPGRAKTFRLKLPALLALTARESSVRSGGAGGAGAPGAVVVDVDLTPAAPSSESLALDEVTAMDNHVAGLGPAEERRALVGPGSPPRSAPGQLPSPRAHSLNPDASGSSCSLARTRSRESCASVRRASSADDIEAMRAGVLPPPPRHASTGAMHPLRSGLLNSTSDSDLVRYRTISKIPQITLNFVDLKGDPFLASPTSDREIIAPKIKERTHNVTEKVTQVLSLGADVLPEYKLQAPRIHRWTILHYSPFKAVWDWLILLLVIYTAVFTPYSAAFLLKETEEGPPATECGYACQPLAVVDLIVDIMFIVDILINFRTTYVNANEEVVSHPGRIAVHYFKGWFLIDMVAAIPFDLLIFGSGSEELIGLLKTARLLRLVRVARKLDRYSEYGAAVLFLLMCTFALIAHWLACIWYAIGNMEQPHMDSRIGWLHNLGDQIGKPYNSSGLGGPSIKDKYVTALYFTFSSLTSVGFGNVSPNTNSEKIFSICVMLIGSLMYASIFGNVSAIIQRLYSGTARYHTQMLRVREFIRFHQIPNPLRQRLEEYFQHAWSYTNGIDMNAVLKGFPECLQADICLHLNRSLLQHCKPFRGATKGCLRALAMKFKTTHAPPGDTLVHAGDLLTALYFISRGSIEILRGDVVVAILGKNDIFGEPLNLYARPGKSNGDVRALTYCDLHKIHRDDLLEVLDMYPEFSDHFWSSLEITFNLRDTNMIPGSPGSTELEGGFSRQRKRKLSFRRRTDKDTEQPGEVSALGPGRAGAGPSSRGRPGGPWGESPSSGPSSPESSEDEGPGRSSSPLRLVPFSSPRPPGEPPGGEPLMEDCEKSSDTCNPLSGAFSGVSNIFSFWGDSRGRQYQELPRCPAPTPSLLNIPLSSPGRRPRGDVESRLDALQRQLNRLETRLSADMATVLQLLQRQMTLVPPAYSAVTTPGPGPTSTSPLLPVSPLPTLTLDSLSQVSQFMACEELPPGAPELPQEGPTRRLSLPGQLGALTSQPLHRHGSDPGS
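U2OS cells were transduced with wild-type KCNH2 virus (2.03 x 10^8 / mL) for 4 h at room temperature, then cultured overnight at 37 C. Thallium flux was read with FluxOr dye. Rate constants were normalized to DMSO controls.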
TCR act: activators of T cell receptors. primary human leukocytes, anti-CD3, IL-2 HTRF, 48 h. 330,000 tested, under 10 active. Potency, µM (highest dose often 9.22 µM), without a hit: at the top dose activation of IL-2 secretion, most hits filed as activators; also: % of control where 0% means no effect
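Primary human leukocytes were stimulated with a-CD3 beads plus compounds for 48 hr without co-stimulation; secreted IL-2 was quantified by HTRF using a-IL-2-K (europium cryptate) and a-IL-2-d2, excited at 320nm with acceptor emission read at 665nm.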
TSHR antagonist: blocks TSH signaling through the human TSH receptor; P16473; TSHR-expressing cells, TSH-stimulated cAMP HTRF, 2 h; active compounds read low; activity change, negative = inhibition, % at 11.5 µM; actives 0.2% (n = 330,000); AID 504810;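 active = activity change below a set negative limit, meaning inhibition stronger than a set level, cut at about -70% in these data; inconclusive = activity change between two set negative limits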; also: % is scaled to controls: 0 for no effect and ±100 for the full control effect
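Antagonism was scored as loss of TSH-driven cAMP in TSHR cells, stimulated with 4nM TSH (EC80) for 2 hours at 37 deg C and detected by homogeneous HTRF competition immunoassay.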
ELG1 DNA repair: blocks ELG1-dependent DNA repair in HEK293T cells; actives 2.3% (n = 330,000); Potency, µM (doses to about 46.1 µM), without a hit: at the highest dose activity change, negative = inhibition, actives largely listed as inhibitors; HEK293T ELG1-luciferase reporter, luminescence, 16 h; DNA damage induced by 5-fluorouridine; also: potency is read from the fitted curve at half-maximal effect; % is scaled to controls: 0 for no effect and ±100 for the full control effect; nearly all actives have a fitted effect of over 55% in size
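Step one: seed 2,000 cells per well. Step two: pin-transfer compound or DMSO alongside 5-fluorouridine. Step three: incubate 16 hr, 37 °C, 5% CO2. Step four: add ONE-Glo, wait 30 min, read luminescence.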
TRPV1 agonist: agonists of human vanilloid receptor 1 (TRPV1). Q8NER1. TRPV1-expressing cells, Fluo-8 calcium influx, agonist mode. activation, % at 8.33 µM. actives 0.19% (n = 320,000); in the data active = activation above about 80%; inconclusive = between about 30% and that limit; also: 0% is about no effect
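TRPV1-expressing cells were cultured overnight at 35.5C and loaded with Fluo-8 calcium dye for 40 to 90 min at room temperature. After a 10 s baseline, compound was added and calcium influx was read kinetically for 3 min (ex 480/em 520 nm).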
USP2a inh: USP2a (human) protease inhibition | USP2 core, Ub-CHOP2 coupled fluorogenic reporter, 485/531 | O75604 | actives 0.01% (n = 330,000) | Potency, µM (titrated, usually from 38.3 µM), without a hit: at the highest dose activity change, negative = inhibition, actives largely listed as inhibitors | AID 463254;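 also: potency is read from the fitted curve at half-maximal effect; plate controls were DMSO wells for no effect and full inhibition by NEM control for full effect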
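USP2 core (10nM final) preincubated 30min RT with compound in 20mM Tris-HCl pH 8.0, 2mM CaCl2, 2mM beta-mercaptoethanol, 0.05% CHAPS; 25nM Ub-CHOP2 plus 25nM reporter substrate added, fluorescence (Ex485/Em531) read after 60min.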
KCNH2 3.1 inh: inhibitors of human KCNH2 3.1 potassium channel isoform. actives 0.95% (n = 340,000). AID 720553. activity change, % (tested at about 1.8 µM). U2OS KCNH2 3.1, thallium flux FluxOr; active compounds read low;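 active = maximum activity change below -70%; inconclusive = maximum activity change from -70% to -50%; inactive = maximum activity change above -50%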;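 also: thallium influx rate constant from kinetic fluorescence after stimulation buffer; % is scaled to controls: 0 for no effect and ±100 for the full control effect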
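Thallium flux read-out: FluxOr dye with Red40 quencher in HBSS/HEPES, 45 min at RT. Rate constants from kinetic reads were normalized to positive and negative DMSO controls. Cells: U2OS virally expressing the 3.1 isoform.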
Eya2 inh: Eya2 (human) phosphatase inhibition. actives 0.006% (n = 330,000). recombinant Eya2, OMFP fluorescence dephosphorylation (OMFP is methylfluorescein phosphate). O00167. Potency, µM (highest dose often 76.9 µM), for the others: top-dose activity, negative = inhibition, actives largely listed as inhibitors; also: potency is read from the fitted curve at half-maximal effect; % is scaled to controls: 0 for no effect and ±100 for the full control effect
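Eya2 protein (added as 0.2 uM solution) was preincubated with compound for 10 min at ambient temperature in 50 mM HEPES pH 7.5, 50 mM NaCl, 5 uM MgCl2, 0.05% BSA, 1 mM DTT. OMFP (added at 50 uM) then reacted 10 min; fluorescence read at 485/525 nm.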
The depositor's hits bear a star; ? = inconclusive; nt = not tested or not shown; [ ] = remark or other dose. Unless noted, calls follow the shape of the dose curve; as a rule, active = well fitted curve in the direction sought with a large enough effect; inconclusive = small, poorly fitted or top-dose-only effect, or another doubt; inactive = no such curve, though single readings can be large; an effect the other way counts as inactive or inconclusive.

SMILES	Mito fusion act	A-T KAP1 phos	hERG WT inh	TCR act	TSHR antagonist	ELG1 DNA repair	TRPV1 agonist	USP2a inh	KCNH2 3.1 inh	Eya2 inh
NC(N)=NS(=O)(=O)c1ccc(NC(=S)NC(=O)c2sc3ccccc3c2Cl)cc1	-5%	0%	-7	-12%[46.1 µM]	11	-9%	-3	3%	-5	0%
Cc1ccccc1S(=O)(=O)Cc1ccc(C(=O)NCCN2CCN(Cc3ccccc3)CC2)o1	5%	3%	47	0%	6	?	-3	1%	-14	-6%
COC(=O)C(=Cc1ccccc1[N+](=O)[O-])C(=O)OC	-61%[inhibitor]	17%	-1	-3%	17	23µM*	1	3%	-8	11%
O=S(=O)(c1ccccc1)N1CCC(Oc2ccc(-n3cnnn3)cc2)CC1	35µM*	-3%	26	0%	-27	3%	-3	3%	-5	-3%
COc1ccc(N(CC(=O)Nc2ccc(Cl)cc2)S(=O)(=O)c2c(C)n[nH]c2C)cc1	0%	-2%	-5	2%	3	-1%	-3	0%	19	5%
CC(C)Sc1cc(Cl)nc(NC(=O)Nc2ccccc2)n1	11%	-11%	3	-3%	5	?	8	7%	-10	5%
O=C(Nc1cccc(NC(=O)c2ccccc2[N+](=O)[O-])n1)c1ccccc1[N+](=O)[O-]	3%	-3%	-3	-3%	3	-10%	nt	1%	1	0%
CN(CC(=O)Nc1cccc(F)c1)C(=O)CCN1C(=O)C2CC=CCC2C1=O (configuration not stated)	-5%	-3%	-4	1%	2	-8%	2	3%	9	21%
CC(=O)N1CCC(N(CCN2CCOCC2)C(=S)Nc2cc(C)ccc2C)CC1	0%	3%	-3	7%	12	1%	1	-1%	14	4%
CCCNC(=O)Cc1cc(=O)[nH]c(=O)[nH]1	3%	14%	10	-2%	50	-1%	-2	-1%	11	2%
COc1cc(SC)ccc1C(=O)N1CC(C)OC(C)C1 (configuration not stated)	-3%	-3%	0	5%	-1	?	0	14%	6	-29%
FC(F)(F)c1ccc(-c2n[nH]c(=S)o2)nc1	5%	2%	2	7%	-7	2%	0	-1%	-9	9%
C=CCNC(=O)COc1ccc(Oc2ccccc2)cc1	5%	16%	14	1%	3	13%	?	8%	-4	-16%
N/C(=N\OC(=O)c1ccccc1)c1cccnc1	-3%	-2%[11.5 µM]	-11	0%	4	?	2	0%	0	1%
Cc1c(C)n2c(SCC(=O)N3CCC(C)CC3)nnc2[nH]c1=O	-7%	-8%	4	4%	17	1%	-5	0%	-45	-10%
CCn1cc(CN2CCCC(C(=O)Nc3cccc(-c4cc5ccccc5[nH]4)c3)C2)c(C)n1 (configuration not stated)	-5%	5%	16	-10%	-6	0%	0	0%	7	-6%
O=[N+]([O-])c1cc2c(cc1/C=N\NS(=O)(=O)c1ccccc1)OCO2	-5%	4%	3	4%	3	3%	-1	2%	8	9%
Cc1c(NC(=O)CN2CCN(c3cccc(Cl)c3)CC2)c(=O)n(-c2ccccc2)n1C	-3%	-3%	-5	-2%	-5	-2%	-1	-3%	12	6%
Cc1cc(C)cc(OCC(=O)NNC(=O)C2CCCO2)c1 (configuration not stated)	-4%	-4%	7	2%	0	20%	-2	-15%	-1	15%
COCC(=O)Nc1ccc2c(c1)OCO2	10%	8%	2	-2%	20	27%	3	-1%	-12	15%

Given bar-delimited: entries from further up
Compound | Mito fusion act | A-T KAP1 phos | hERG WT inh | TCR act | TSHR antagonist | ELG1 DNA repair | TRPV1 agonist | USP2a inh | KCNH2 3.1 inh | Eya2 inh
Cc1ccccc1S(=O)(=O)Cc1ccc(C(=O)NCCN2CCN(Cc3ccccc3)CC2)o1 | 5% | 3% | 47 | 0% | 6 | ? | -3 | 1% | -14 | -6%
COCC(=O)Nc1ccc2c(c1)OCO2 | 10% | 8% | 2 | -2% | 20 | 27% | 3 | -1% | -12 | 15%
O=C(Nc1cccc(NC(=O)c2ccccc2[N+](=O)[O-])n1)c1ccccc1[N+](=O)[O-] | 3% | -3% | -3 | -3% | 3 | -10% | nt | 1% | 1 | 0%
Cc1c(C)n2c(SCC(=O)N3CCC(C)CC3)nnc2[nH]c1=O | -7% | -8% | 4 | 4% | 17 | 1% | -5 | 0% | -45 | -10%
COc1ccc(N(CC(=O)Nc2ccc(Cl)cc2)S(=O)(=O)c2c(C)n[nH]c2C)cc1 | 0% | -2% | -5 | 2% | 3 | -1% | -3 | 0% | 19 | 5%
Cc1cc(C)cc(OCC(=O)NNC(=O)C2CCCO2)c1 (configuration not stated) | -4% | -4% | 7 | 2% | 0 | 20% | -2 | -15% | -1 | 15%

Next results
SMILES	Mito fusion act	A-T KAP1 phos	hERG WT inh	TCR act	TSHR antagonist	ELG1 DNA repair	TRPV1 agonist	USP2a inh	KCNH2 3.1 inh	Eya2 inh
Cn1cc(S(=O)(=O)N2CCCC2)cc1C(=O)O	nt	8%	-24	nt	6	-5%	nt	-2%	-11	7%
Fc1ccccc1CSCc1nc2ccccc2[nH]1	3%	3%	1	14%	-11	?	25	2%	0	-2%
CCCN1CCN(C(=O)CCS(=O)(=O)c2cc3c(cc2Cl)NC(=O)CO3)CC1	-2%	-9%	-3	-2%	21	8%	-2	0%	4	?
COc1ccccc1NC(=O)C(C)OC(=O)c1ccc(-n2cnnn2)cc1 (configuration not stated)	0%	5%	4	3%	1	3%	-1	5%	21	-8%
CC(C)COc1ccc(C(=O)OCC(=O)N(C)CC(=O)Nc2ccc(F)cc2)cc1	-1%	-3%	1	2%	-2	?	29	-1%	-30	-2%
CCOc1ccc(NC(=O)c2ccccc2NC(=O)CNC2CCCC(C)C2C)cc1 (configuration not stated)	nt	9%	16	-127%	nt	0%	nt	3%	-10	-37%
Brc1ccc(Oc2ncc(CN3CCOCC3)s2)cc1	3%	-3%	1	-1%	-22	?	5	3%	16	7%
Clc1ccc(NC2=NCCCCC2)cc1	-4%	nt	9	-4%	21	-3%	-5	1%	3	-8%
CSc1ccc(/C=C(/NC(=O)c2ccco2)C(=O)N2CCCCC2)cc1	8%	0%	-3	-6%	-3	13%	0	-2%	13	5%
COc1ccc(S(=O)(=O)NCC2CCCN(C(=O)C=C(C)C)C2)cc1 (configuration not stated)	-4%	-3%	-1	5%	-2	-3%	-1	2%	-12	-3%
CNC(=O)c1ccc(=O)n(Cc2cccc(C(F)(F)F)c2)c1	-3%	0%	0	nt	3	-9%	2	3%	1	4%
N#C/C(C(=O)N1CCOCC1)=C1\Nc2ccccc2S1	-1%	-5%	-1	6%	5	?	3	-1%	-4	8%
COc1ccc(-c2csc(NC(=O)c3c(OC)cccc3OC)n2)cc1	0%	6%	15	nt	-7	1%	0	-1%	-6	1%
CC(C)(C)CN1CCNC(=O)C1CC(=O)NCCc1cnn(-c2ccccc2)c1 (configuration not stated)	10%	6%[11.5 µM]	-3	0%	25	-23%	0	-1%	-17	-18%
CC(Oc1ccccc1)C(=O)Nc1nnc(S(=O)(=O)N2CCCCC2)s1 (configuration not stated)	19%	0%	3	7%	1	15%	3	4%	14	8%
Cc1ccc(-n2c(=O)c3c(C)c(C)sc3n(Cc3cc(=O)n4ccccc4n3)c2=O)cc1C	-3%	5%	-3	-4%[46.1 µM]	0	-24%	0	1%	-17	-3%
CC(C)OCCCNS(=O)(=O)c1ccc2c(c1)oc(=O)n2C	-4%	-10%	-16	-3%	-6	4%	nt	0%	5	16%
CCCC(C(=O)OCCN(CC)CC)(c1ccccc1)c1ccccc1	-58%[inhibitor]	nt	61	-1%	-11	nt	nt	nt	-19	-5%
O=C(COC(=O)COc1ccc(Cl)cc1)NCCCc1ccccc1	nt	12%	9	-1%	-3	5%	nt	4%	-10	7%
N#Cc1nc(-c2ccc(OCc3ccccc3)cc2)oc1N1CCOCC1	-1%	-3%	7	nt	3	3%	12	1%	-1	27%
O=C(O)c1ccn2c(C(=O)c3ccccc3)c(-c3ccccc3)cc2c1	9%	-1%	-2	4%	-12	0%	-2	1%	-1	9%
Nc1c(-c2ccc(Cl)cc2)cnn1-c1cccc([N+](=O)[O-])c1	3%	-1%	2	-5%	4	?	nt	1%	12	3%
Cc1cc(C)n2nc(SCC(=O)N/N=C/c3ccccn3)nc2n1	0%	0%	-16	2%[46.1 µM]	2	27%	-1	1%	7	3%

Screens as filed in PubChem.

These rows are one share of the data, so the mix of outcomes need not match the whole.
